# High-throughput results (PubChem BioAssay)
# CHO parental Ca: counter-screen: ATP calcium response change in parental CHO cells | parental CHO-K1, ATP-induced calcium, Fluo-8 fluorescence | inhibition, % at 5.6 µM | 330,000 tested, 0.63% active | AID 463079;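 active means inhibition above that plate's mean sample inhibition plus 3 SD, cut at about 26% in these data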;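 further: 0% = ATP-challenged DMSO wells and 100% = DMSO wells without ATP; some compounds past the cut are filed as inactive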
#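 Measured by: calcium-sensitive Fluo-8 fluorescence / Test system: CHO parental line / Controls: ATP-challenged DMSO wells low, unchallenged DMSO wells high / Measure: % inhibition / Compound: single nominal dose of 5.6 µM per compound / Replicates: single well per compound, no replicates / Reagent: ATP as calcium-mobilizing challenge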
# TAAR1 agonist: human TAAR1 agonism. Q96RJ0. CHO RD-HGA16 TAAR1, Fluo-8 calcium fluorescence; vehicle wells 0%, saturating PEA agonist 100%. activation, % at 3 µM. 360,000 tested, 0.99% active. AID 624467;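 active means activation above the mean activation of all test compounds in the run plus 3 SD, cut at about 38% in these data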
#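 Benchmarks: low control DMSO, high control PEA (EC100); System: CHO RD-HGA16 cells carrying human TAAR1 plus Gα16; Detection: Fluo-8 fluorescence, 5 s baseline then 140 s kinetic read; Schedule: 17-24 h plating, Fluo-8 75 min 37 °C, 30 min RT; Read-out basis: % activation from peak over basal fluorescence ratio, DMSO-to-PEA scaled.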
# M1 ag: activates human CHRM1 receptor. CHO-K1 hM1, Fluo-8 calcium fluorescence, agonist mode; 0% DMSO, 100% acetylcholine EC100. activation, % at 3 µM. 360,000 tested, 0.33% active. AID 588814;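 active means activation above the run's mean compound activation plus 3 SD, cut at about 16% in these data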;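 further: peak over basal fluorescence ratio within a 140 s kinetic read after compound addition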
# OXTR potentiator: potentiators of human oxytocin receptor; P30559; CHO-OTR cells, Fluo-8 calcium fluorescence, potentiator mode; 0% = oxytocin EC15, 100% = EC100; activation, % at 3 µM; 320,000 tested, 0.061% active; AID 2445;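 active means activation above that plate's cutoff, the mean activation of tested compounds plus 3 SD, cut at about 6.6% in these data, passing the limit was not always enough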;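 further: 100% uses oxytocin at 75 nM as the full agonist control; some results filed as inactive read as strong as hits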
# Target sequence (P30559 whole entry, looked up): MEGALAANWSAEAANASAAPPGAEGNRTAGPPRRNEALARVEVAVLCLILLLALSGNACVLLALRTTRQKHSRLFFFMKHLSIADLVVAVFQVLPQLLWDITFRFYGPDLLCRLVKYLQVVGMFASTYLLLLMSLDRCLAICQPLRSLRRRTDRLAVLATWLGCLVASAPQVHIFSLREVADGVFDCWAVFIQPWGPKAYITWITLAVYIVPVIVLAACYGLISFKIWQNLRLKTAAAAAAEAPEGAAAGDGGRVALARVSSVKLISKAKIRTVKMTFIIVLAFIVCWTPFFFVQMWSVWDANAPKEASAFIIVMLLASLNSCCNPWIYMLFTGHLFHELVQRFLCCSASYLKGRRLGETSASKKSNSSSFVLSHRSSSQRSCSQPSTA
#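 System: human OTR in CHO cells / Also added: sub-maximal oxytocin, roughly EC15 / Control set: EC15 oxytocin low, 75 nM oxytocin high / Schedule: 6 min compound pre-incubation at room temperature, 100 s kinetic read / Compound: single-point 3.0 µM / Replication: singlicate / Technique: Fluo-8 calcium dye fluorescence / Read-out basis: % activation of max/min ratio relative to oxytocin controls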
# V1R ag counter: counter-screen for oxytocin receptor agonists: human V1a receptor agonists. P37288. CHO-V1R cells, Fluo-8 calcium fluorescence, agonist mode; 0% DMSO, 100% 3 nM vasopressin. activation, % at 3 µM. 320,000 tested, 0.25% active. AID 2797;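 active means activation above the mean activation of all tested compounds plus 3 SD, per screening run, cut at about 20% in these data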;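 further: signal is peak over basal fluorescence ratio across a 100 second FLIPR read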
# Target sequence (P37288 whole entry, looked up): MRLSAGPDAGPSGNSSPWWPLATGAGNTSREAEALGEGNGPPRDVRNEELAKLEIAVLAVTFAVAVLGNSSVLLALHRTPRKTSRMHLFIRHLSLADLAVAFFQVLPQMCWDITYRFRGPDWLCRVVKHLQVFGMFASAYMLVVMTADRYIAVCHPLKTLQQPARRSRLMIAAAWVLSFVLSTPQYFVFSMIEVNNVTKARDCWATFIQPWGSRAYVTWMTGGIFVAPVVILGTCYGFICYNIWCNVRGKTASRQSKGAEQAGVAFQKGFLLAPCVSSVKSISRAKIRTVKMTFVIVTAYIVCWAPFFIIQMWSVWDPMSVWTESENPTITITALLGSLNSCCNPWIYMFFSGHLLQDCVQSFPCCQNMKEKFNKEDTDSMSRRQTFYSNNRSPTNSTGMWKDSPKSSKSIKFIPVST
# M1 antag: blocks human M1 muscarinic receptor | CHO-K1 hM1, Fluo-8 calcium fluorescence, ACh EC80 antagonist | 360,000 tested, 1.3% active | P11229 | inhibition, % at 3 µM;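 active means percent inhibition above its own plate's cutoff, namely the mean of that plate's compound wells plus 3 SD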;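 further: peak over basal fluorescence ratio during 140 s after agonist addition; 0% = ACh EC80 plus DMSO and 100% = DMSO alone without agonist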
# OXTR ag: activates the human oxytocin receptor; P30559; CHO-OTR cells, Fluo-8 calcium fluorescence; normalized: DMSO 0%, oxytocin 100%; activation, % at 3 µM; 320,000 tested, 0.32% active;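 active means activation above the mean of all tested compounds plus 3 SD, cutoff set per screening run, cut at about 20% in these data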;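 further: peak over basal fluorescence ratio from a 100 s FLIPR kinetic read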
# CHRM1 PAM: positive allosteric modulators of human M1 muscarinic receptor; P11229; CHO-K1 hM1, Fluo-8 calcium fluorescence, ACh EC20; 0% = ACh EC20, 100% = maximal ACh; activation, % at 3 µM; 360,000 tested, 0.088% active; AID 588819; in the data active means activation above about 19%, passing the limit was not always enough
# TAAR1 antag: antagonists of human TAAR1 | Q96RJ0 | CHO RD-HGA16 TAAR1, Fluo-8 calcium fluorescence, antagonist | inhibition, % at 3 µM | 360,000 tested, 1.5% active;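 active means inhibition above a per-plate cutoff, the mean inhibition of test compounds on that plate plus 3 SD, cut at about 49% in these data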;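 further: 0% = DMSO plus EC80 beta-PEA response and 100% = DMSO alone without agonist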
#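 System: CHO RD-HGA16 cells bearing hTAAR1. Reagent: EC80 β-phenethylamine stimulus. Schedule: seeding 17-24 h prior, 75-min 37 °C, 30-min RT dye loading. Signal: Fluo-8 intracellular calcium dye fluorescence, real-time kinetic reads. Read-out: % inhibition from peak post-agonist over basal fluorescence ratio. Benchmarks: vehicle wells and EC80 agonist wells. Replicates: n of 1.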
# Starred values were filed as active, the others as inactive; . = no result given.
# Start of the listing, in advance (eleven entries):
SMILES,CHO parental Ca,TAAR1 agonist,M1 ag,OXTR potentiator,V1R ag counter,M1 antag,OXTR ag,CHRM1 PAM,TAAR1 antag
O=C1NN(c2ccccc2)C(=O)C1=Cc1ccccc1,.,10,0,.,.,-10,.,8,-19
CCOc1cc(C2C(C(=O)c3ccc(C)cc3)=C(C(=O)OC)Nc3nnnn32)ccc1O (stereo not given),1,3,-2,-11,-0.4,11,-0.5,-4,8
Cc1nc(C)n(C)c(=O)c1-c1ccccc1,-2,1,-2,3,-0.1,-12,-0.9,8,1
CCOC(=O)c1c(C)[nH]c(C(=O)COC(=O)C(C)Oc2ccc(Cl)cc2Cl)c1C (stereo not given),-15,3,0,-8,2.0,-7,0.8,6,-19
O=[N+]([O-])c1ccc(N/N=C/c2sc(N3CCOCC3)nc2-c2ccccc2)c(S(=O)(=O)Nc2ccc(Cl)cc2)c1,.,6,-3,.,.,0,.,2,-8
Cc1cccc(N2CCN(CC(=O)N(C)Cc3ccccc3)CC2C)c1 (stereo not given),-8,0,-5,-7,-0.5,-24,-0.6,15,-15
O=c1[nH]nc(Cc2ccc(-c3ccccc3Cl)o2)c2ccccc12,24,18,-2,-20,5.2,-13,8.3,11,1
O=C(COc1ccc(S(=O)(=O)N2CCCCC2)cc1)Nc1ccccc1F,2,4,-1,-5,2.6,6,1.4,-5,-25
CC1CN(C(=O)c2ccccc2)C(=Nc2cccc(S(=O)(=O)N(C)C)c2)S1 (stereo not given),-15,0,-7,-1,0.3,-3,0.6,3,-15
CN(C)c1nc(N)nc(CSc2n[nH]c(-c3ccccc3)n2)n1,-6,7,-2,-2,1.0,-1,-0.2,1,-7
COc1cc(F)ccc1-c1cc(C(=O)NCc2ccc(C(F)(F)F)cc2)[nH]n1,.,14,1,.,.,-6,.,-1,31

# The listing (from the top)
SMILES,CHO parental Ca,TAAR1 agonist,M1 ag,OXTR potentiator,V1R ag counter,M1 antag,OXTR ag,CHRM1 PAM,TAAR1 antag
O=C1NN(c2ccccc2)C(=O)C1=Cc1ccccc1,.,10,0,.,.,-10,.,8,-19
CCOc1cc(C2C(C(=O)c3ccc(C)cc3)=C(C(=O)OC)Nc3nnnn32)ccc1O (stereo not given),1,3,-2,-11,-0.4,11,-0.5,-4,8
Cc1nc(C)n(C)c(=O)c1-c1ccccc1,-2,1,-2,3,-0.1,-12,-0.9,8,1
CCOC(=O)c1c(C)[nH]c(C(=O)COC(=O)C(C)Oc2ccc(Cl)cc2Cl)c1C (stereo not given),-15,3,0,-8,2.0,-7,0.8,6,-19
O=[N+]([O-])c1ccc(N/N=C/c2sc(N3CCOCC3)nc2-c2ccccc2)c(S(=O)(=O)Nc2ccc(Cl)cc2)c1,.,6,-3,.,.,0,.,2,-8
Cc1cccc(N2CCN(CC(=O)N(C)Cc3ccccc3)CC2C)c1 (stereo not given),-8,0,-5,-7,-0.5,-24,-0.6,15,-15
O=c1[nH]nc(Cc2ccc(-c3ccccc3Cl)o2)c2ccccc12,24,18,-2,-20,5.2,-13,8.3,11,1
O=C(COc1ccc(S(=O)(=O)N2CCCCC2)cc1)Nc1ccccc1F,2,4,-1,-5,2.6,6,1.4,-5,-25
CC1CN(C(=O)c2ccccc2)C(=Nc2cccc(S(=O)(=O)N(C)C)c2)S1 (stereo not given),-15,0,-7,-1,0.3,-3,0.6,3,-15
CN(C)c1nc(N)nc(CSc2n[nH]c(-c3ccccc3)n2)n1,-6,7,-2,-2,1.0,-1,-0.2,1,-7
COc1cc(F)ccc1-c1cc(C(=O)NCc2ccc(C(F)(F)F)cc2)[nH]n1,.,14,1,.,.,-6,.,-1,31
Cc1ccc(C)c(N2CCN(C(=S)Nc3ccc4nc(N5CCN(C)CC5)cc(C)c4c3)CC2)c1,-18,16,-2,-7,2.8,12,5.4,-6,25
NC1=NCC(O)=C1c1nc2ccccc2[nH]1,-16,1,-1,-15,-0.7,-5,0.4,3,-8
COC(=O)c1ccccc1NC(=O)c1ccc(COc2ccccc2)o1,-36,4,1,-5,3.3,-27,2.4,3,19
COc1cc(-c2cc(=O)c3c(C)cc(O)cc3o2)cc(OC)c1OC,.,4,-5,.,.,-1,.,-6,11
CC(C)NC(=O)C1(C)CCN1Cc1ccc(C(F)(F)F)cc1 (stereo not given),.,1,-8,.,.,-13,.,7,3
CCc1ccc(NC(=S)N2CCNC(=O)C2CC(=O)OC)cc1 (stereo not given),-2,7,-9,0,0.1,3,1.2,13,10
CCOC(=O)c1cc(-c2ccccc2)sc1NC(=O)c1cc(OC)c(OC)c(OC)c1,-3,2,-8,-8,-0.1,-13,-0.1,12,-3
CCn1cc(C2=NC(c3ccccc3)CO2)c2ccccc21 (stereo not given),-8,3,-2,-3,-0.8,4,-0.4,1,-17
Cc1noc(C)c1S(=O)(=O)Nc1ccc2c(c1)C(=O)N([C@H](C)CO)C[C@@H](C)[C@@H](CN(C)Cc1ccc3c(c1)OCO3)O2,-19,1,-10,0,0.5,0,0.6,0,-5
CCN(CC)S(=O)(=O)c1cccc2cc(C(=O)O)c(O)cc12,9,-1,-3,-3,-0.1,-2,0.8,0,1
O=C(NCc1ccccn1)Nc1cccc(F)c1,-5,4,0,-8,0.5,-6,-0.2,4,-14
CCC(=O)Nc1ccc(-c2nc(-c3ccccc3)n(CC(=O)N3CCCCC3)n2)cc1,-6,18,0,-12,2.6,17,0.8,-8,48
Cc1ccc(NCC(=O)Nc2ccc(F)c(Cl)c2)cc1S(=O)(=O)N1CCOCC1,.,9,2,.,.,-1,.,-13,9
Cc1ccn2c(-c3csc(NCc4ccccc4)n3)c(C)nc2c1,28,8,-2,-30,6.9,15,8.9,-6,39
Nn1c(COc2cccc(Br)c2)nnc1SCC(=O)N1CCc2ccccc2C1,-16,6,-4,-14,3.8,4,-0.1,-2,-21
O=C(COc1ccc2c3c(c(=O)oc2c1)CCC3)N1CCCCC1,-11,2,-12,-4,2.1,-17,0.4,10,0
CC1CCCCC12NC(=O)N(CC(=O)N1CCN(C(=O)c3cccs3)CC1)C2=O (stereo not given),-8,0,-3,0,0.8,-4,0.1,5,10
CNC(=S)N(CCc1c(C)[nH]c2ccccc12)Cc1cccnc1,-3,1,-3,-10,5.5,-13,13,5,-4
Cc1csc(NC(=O)c2cc(=O)[nH]c3ccc(S(=O)(=O)N4CCOCC4)cc23)n1,2,3,-3,-2,0.5,2,-0.1,1,-25

# Results in TAAR1 antag and M1 antag, for 2 of the compounds above:
SMILES | TAAR1 antag | M1 antag
CCOC(=O)c1cc(-c2ccccc2)sc1NC(=O)c1cc(OC)c(OC)c(OC)c1 | -3 | -13
CCc1ccc(NC(=S)N2CCNC(=O)C2CC(=O)OC)cc1 (stereo not given) | 10 | 3

# New compounds follow
SMILES,CHO parental Ca,TAAR1 agonist,M1 ag,OXTR potentiator,V1R ag counter,M1 antag,OXTR ag,CHRM1 PAM,TAAR1 antag
CC(C)(C)N(Cc1ccccc1)C(=O)COC(=O)c1ccc(Br)o1,-24,2,-5,0,-0.4,1,-1.8,1,-10
CC(NC(=O)C12CC3CC(C)(CC(C)(C3)C1)C2)c1ccncc1 (stereo not given),-11,3,-10,-2,3.4,-1,-0.9,-3,-6
Cc1cccc(C)c1NC(=O)C1CCCN1C(=O)OC(C)(C)C (stereo not given),-29,6,-5,7,0.5,-10,0.2,7,7
CCCCN1CNC(=S)N(CCc2ccc(OCC)c(OCC)c2)C1,-38,0,1,1,-0.8,-11,-2.3,5,-29
Cn1cccc1C(=O)OCC(=O)Nc1ccc2c(c1)OCO2,-9,1,-3,6,0.8,-11,1.9,8,-32
Cc1ccc(/C=C2\SC(=S)N(c3cccnc3)C2=O)cc1,-5,3,-3,-19,4.0,3,2.8,3,16
Cc1ccccc1NC(=O)CCC(=O)OCC(=O)c1cccc([N+](=O)[O-])c1,4,0,-2,-11,1.4,-9,1.2,15,2
CC(=O)Nc1ccc(NC(=O)CS(=O)(=O)c2cn(CC(=O)N3CCCC3)c3ccccc23)cc1,-7,0,-2,-4,3.6,-2,0.2,1,6
C#CCN(C[C@H]1[C@H](OC(=O)NCCCCCC)[C@H](OC(=O)NCCCCCC)C[C@H]2C(=O)N(c3ccccc3)C(=O)[C@@H]12)S(=O)(=O)c1ccc(C)cc1,.,5,-3,.,.,-13,.,7,-1
COc1cc(/C=C(/C#N)C(=O)Nc2ccc(C)cc2)ccc1Oc1nc(Cl)ncc1F,-20,1,-10,-6,0.6,-6,-0.2,2,2
COc1ccc(OCc2cnc(Cl)s2)cc1,-16,12,-4,-18,0.4,-10,-0.8,11,4
CC(C)(C)Cc1nnc(NC(=O)CCC2CCCCC2)s1,-12,.,-3,3,-0.2,-11,0.5,1,.
Cc1ccc(N(C)S(=O)(=O)c2ccc(-c3ccc(=O)[nH]n3)s2)cc1C,-11,3,-2,-1,3.9,-2,0.7,1,5
CCCCCCCCNCCS(=O)(=O)NCc1ccc(OC)cc1,.,11,1,.,.,-4,.,3,2
c1coc(-c2nnc3sc(C4CCCCC4)nn23)c1,-13,-1,-5,-4,-2.1,3,-1.8,3,-22
Cc1nn(-c2ccccc2)c(C)c1/C=C/C(=O)OC(C)C(N)=O (stereo not given),-6,0,-1,-5,1.9,14,0.8,-3,8
CC[n+]1ccc2cc(OC)c(OC)cc2c1Cc1ccc(OC)c(OC)c1,8,.,-8,-3,2.6,-1,1.3,10,.
COCCN(C(=O)CSCC(=O)Nc1cccc(C)c1)c1c(N)n(Cc2ccccc2)c(=O)[nH]c1=O,-24,2,-4,0,-0.5,-6,-1.0,8,5
CON(c1nc(Cl)nc(N(C)C)n1)S(=O)(=O)c1ccccc1Cl,-13,0,-4,1,1.4,-3,-2.0,7,-17
O=C(NNC(=O)NC1CCCCC1)NC1CCCCC1,-4,4,-2,-5,-0.1,-9,0.5,6,9
COc1ccc(NC(=O)CSc2nc(N)cc(=O)[nH]2)cc1S(=O)(=O)N1CCCCC1,.,0,-3,.,.,2,.,9,-1
CN1CCN(c2ccccc2NC(=O)c2ccc(Br)o2)CC1,-22,2,-10,-7,-0.5,0,-1.6,-4,-8
CCCC(=O)NC(=S)Nc1ccc(NC(=O)c2cccs2)cc1,-7,12,-2,-18,3.6,-4,2.4,5,9
COc1ccc(C2(c3ccc(OC)cc3)NC(=O)N(CC(=O)NCC(F)(F)F)C2=O)cc1,-12,3,-2,-9,1.0,-5,1.9,7,4

# Rows are unselected; any-hit rate near 3.7%.
